Mot1-301 SUMO: SUMOylation pathway inhibition by Mot1-301 growth rescue. S. cerevisiae Mot1-301 growth rescue, ATP luminescence, 38.5C; percent above DMSO median, 100 means doubled. growth rescue, % at 18.8 µM. actives 1% (n = 320,000);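 active = every valid replicate shows activation above 250% relative to neutral control wells; inactive = the rest, any valid replicate at or below 250%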;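 also: OY570 slx delta 5 strain wells were the positive control but not used for scaling; some compounds called inactive have numbers as strong as hits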
PvdQ inh: blocks Pseudomonas aeruginosa PvdQ acylase activity | purified PvdQ acylase, fluorescence plate reader | inhibition, % at 10 µM | actives 0.063% (n = 340,000); in the data active = inhibition above about 30%, passing the limit was not always enough;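 also: 0% = vehicle neutral wells and 100% = reference inhibitor wells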
RTF Ca sens act: increases calcium sensitivity of human cardiac regulated thin filaments; IANBD-labeled TnC RTF fluorescence at EC20 calcium; 0% EC20 calcium, 100% full calcium; activation, % at 7.2 µM; actives 0.24% (n = 340,000);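 active = activation above the mean over all tested compounds plus 3 SD, cut at about 30% in these data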;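 also: rise in fluorescence read as greater calcium sensitivity of cardiac thin filaments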
Keap1-Nrf2 PPI: disrupts human Keap1 binding to Nrf2 peptide. Q14145. inhibition, % at 9.4 µM. Keap1 Kelch-Nrf2 peptide fluorescence polarization, 1536-well. actives 0.15% (n = 340,000); in the data active = inhibition above about 12%;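 also: human Keap1 Kelch domain with fluorescein labeled Nrf2 9mer peptide probe; 0% = neutral control wells and 100% = peptide positive control; higher means more block of Keap1 binding to Nrf2 peptide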
Cardiac RTF inh: cardiac RTF calcium desensitization. P19429+P45379. IANBD-labeled cardiac RTF, Ca2+ fluorescence. inhibition, % at 7.15 µM. actives 0.12% (n = 340,000);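 active = inhibition above the mean inhibition of all tested compounds plus 3 SD, cut at about 17% in these data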;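 also: assay run at fixed EC70 calcium of 1.6 mM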
CDK5 p35 inh: blocks human CDK5/p35 kinase activity; inhibition, % at 10 µM; Recombinant CDK5/p35, ADP-Glo luminescence, 60 min; actives 0.01% (n = 330,000); Q00535+Q15078;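 active = highest replicate inhibition of at least 50% and at least 75% of replicates reaching 50%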;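 also: plate controls were DMSO neutral control for no effect and GW8510 at 10 µM for full effect; many of its hits are not listed in these tables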
Target sequence (Q00535 whole entry, looked up): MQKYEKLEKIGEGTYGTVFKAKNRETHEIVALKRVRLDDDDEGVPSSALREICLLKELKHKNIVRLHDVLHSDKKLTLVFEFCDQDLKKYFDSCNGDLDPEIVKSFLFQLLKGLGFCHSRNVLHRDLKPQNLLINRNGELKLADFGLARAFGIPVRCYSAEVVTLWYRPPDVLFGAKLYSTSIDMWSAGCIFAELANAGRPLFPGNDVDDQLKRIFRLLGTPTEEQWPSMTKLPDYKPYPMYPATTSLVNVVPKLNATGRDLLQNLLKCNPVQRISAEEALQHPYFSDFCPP
Target sequence (Q15078 whole entry, looked up): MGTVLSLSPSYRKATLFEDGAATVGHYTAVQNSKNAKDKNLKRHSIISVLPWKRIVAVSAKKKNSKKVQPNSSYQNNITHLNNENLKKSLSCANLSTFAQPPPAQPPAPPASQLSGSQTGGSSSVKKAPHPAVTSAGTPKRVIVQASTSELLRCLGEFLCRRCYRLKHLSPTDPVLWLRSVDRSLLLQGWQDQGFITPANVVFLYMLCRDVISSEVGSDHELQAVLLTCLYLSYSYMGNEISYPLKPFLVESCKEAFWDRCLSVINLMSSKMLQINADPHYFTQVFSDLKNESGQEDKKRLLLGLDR
PfHsp90 set2: inhibits growth of yeast expressing Plasmodium falciparum Hsp90. S. cerevisiae expressing PfHsp90, BacTiter-Glo ATP, 48 h; yeast lacking PDR1 and PDR3 efflux regulators. inhibition, % at 9.4 µM. actives 0.32% (n = 310,000). AID 504621;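 active = every replicate shows inhibition above about 80%, whatever the replicate mean, limit read from the data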;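 also: 0% = DMSO neutral controls and 100% = 20 µM radicicol positive controls; yeast relying on Plasmodium falciparum Hsp90 in place of its own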
C-LANA FP: inhibitors of KSHV LANA C-terminal domain DNA binding. MBP-C-LANA/FAM-LBS DNA binding, fluorescence polarization. inhibition, % at 9 µM. actives 0.078% (n = 340,000);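 active = highest replicate inhibition at or above 60% at 9 µM, even if other replicates fall short; inactive = all replicates below 60% inhibition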;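 also: 0% = neutral control wells and 100% = 4 µM acridine orange control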
Rtt109 HAT inh: blocks Candida albicans Rtt109/Vps75 acetyltransferase activity | Q5AAJ8 | inhibition, % at 34.9 µM | actives 0.16% (n = 330,000) | purified Rtt109/Vps75, ThioGlo CoA-SH fluorescence, 4 h;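 active = inhibition of at least 50% in every replicate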
Target sequence (Q5AAJ8 whole entry, looked up): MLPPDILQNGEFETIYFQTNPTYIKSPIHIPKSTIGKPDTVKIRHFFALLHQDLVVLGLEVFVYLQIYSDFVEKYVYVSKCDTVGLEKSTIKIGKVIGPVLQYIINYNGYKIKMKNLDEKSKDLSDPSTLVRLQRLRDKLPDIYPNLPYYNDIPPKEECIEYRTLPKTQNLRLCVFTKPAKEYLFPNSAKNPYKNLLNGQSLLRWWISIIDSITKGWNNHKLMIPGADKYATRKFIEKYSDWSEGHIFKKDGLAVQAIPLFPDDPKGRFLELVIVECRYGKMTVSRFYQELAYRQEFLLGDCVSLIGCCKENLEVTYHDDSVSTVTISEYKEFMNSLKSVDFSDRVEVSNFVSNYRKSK
NSD2 inh: blocks human histone methyltransferase NSD2; O96028; NSD2 peptide methylation, AlphaScreen, 120 min; inhibition, % at 12.5 µM; actives 0.54% (n = 310,000); AID 743445; in the data active = inhibition above about 50%
dFosB activator: mouse delta FosB homodimer activation | purified delta FosB, TAMRA-CDK5 oligo fluorescence polarization; percent of positive-control signal above neutral wells | activation, % at 25 µM | AID 493131 | actives 0.99% (n = 340,000) | P13346;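 active = mean activation above about 17%, with every replicate also reaching it, limit read from the data, passing the limit was not always enough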;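 also: fluorescence polarization rise as delta FosB binds a TAMRA Cdk5 AP-1 oligo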
* marks the source's active call; other numbers are inactive results; nt = no result given.

Under each structure: Mot1-301 SUMO	PvdQ inh	RTF Ca sens act	Keap1-Nrf2 PPI	Cardiac RTF inh	CDK5 p35 inh	PfHsp90 set2	C-LANA FP	Rtt109 HAT inh	NSD2 inh	dFosB activator
> CCN1CCN(C(=O)c2sc3ncnc(N4CCc5ccccc5C4)c3c2C)CC1
    15.1	-5.5	-3.6	-3.3	-7.1	-0.1	5.2	0.0	-1.1	3.6	-6.2
> COc1ccc2cc(C#N)c(N3CCOCC3)nc2c1
    3.8	3.5	4.0	-2.0	-5.6	0.8	-5.2	2.3	-12.7	-4.0	-9.7
> Cc1cccc(Nc2ncnc3onc(-c4cccc(Cl)c4)c23)c1
    42.7	-1.9	0.6	2.2	-0.6	0.3	-41.3	-0.3	-3.9	nt	3.9
> O=c1[nH]c2cc3c(cc2cc1CN(Cc1nnnn1CC1CCCO1)C1CCCCC1)OCO3 (centres undefined)
    13.4	-13.2	12.3	7.0	-16.6	1.1	3.5	2.2	-27.6	-0.9	-2.4
> COC(=O)C1=C(N)c2c(F)cccc2C1(C#N)c1ccccc1 (centres undefined)
    -10.3	-6.2	2.0	1.6	-12.7	0.8	10.0	0.5	2.0	-2.7	0.1
> COc1ccc(-c2cc(C(=O)N3CCN(c4ncccn4)CC3)c3ccccc3n2)c(OC)c1
    12.0	-9.0	10.1	-2.3	-4.5	-1.8	-16.2	0.6	6.2	-0.6	-8.6
> O=C(/C=C/c1ccccc1[N+](=O)[O-])NCc1ccccc1Cl
    -1.9	3.8	2.9	-5.3	-4.7	0.1	-2.2	1.0	3.4	-1.4	-8.7
> N#Cc1c(NC(=O)CCn2cnc3ccccc3c2=O)oc(-c2ccccc2)c1-c1ccccc1
    8.6	-6.3	-1.8	-1.1	-5.5	-1.1	13.8	-2.4	6.8	2.1	-6.4
> O=C(c1ccccc1[N+](=O)[O-])N1CCCN(C(=O)c2ccccc2[N+](=O)[O-])CC1
    -18.4	-6.6	5.4	-0.4	-16.1	0.7	8.4	1.6	-1.9	11.9	-9.2
> O=C(NCc1ccco1)c1cnc2n(c1=O)CCS2
    25.7	-13.1	2.1	-1.9	-6.6	0.1	nt	0.1	-2.0	2.7	1.5
> CC(C)Cn1c(N)c(C(=O)COC(=O)c2cc(S(=O)(=O)N3CCOCC3)ccc2Br)c(=O)n(C)c1=O
    -1.2	-2.3	-6.7	3.1	-6.1	0.3	0.0	-1.1	13.1	-1.2	-1.0
> COc1ccc(-c2csc(NC(=O)CCNC(=O)c3ccco3)n2)cc1OC
    -7.6	-15.7	-0.6	-1.4	-3.7	-1.0	-9.3	-0.4	-5.9	0.5	-4.8
> O=C(NNc1ncnc2ccccc12)c1cccc(Cl)c1
    -5.1	-11.6	1.9	-6.3	-4.7	-4.6	17.5	-0.6	-2.8	0.5	10.6
> Cc1oc2ccc(OC(=O)N3CCOCC3)cc2c1C(=O)OC(C)C
    36.4	-6.0	0.4	-0.4	-2.0	-1.2	12.3	2.0	5.3	-2.1	-5.3
> Cc1cccc(OCCN2C(=O)C(=O)c3cccc(C)c32)c1
    -4.1	-0.4	0.6	1.4	-9.3	-1.1	5.6	-1.5	3.7	-1.9	-4.5
> CCOc1ccc(C(=O)NC2CCN(C(=S)NCc3ccco3)CC2)cc1
    -8.8	-10.5	8.7	-2.6	-1.8	-4.4	6.6	-0.9	nt	1.4	-5.4
> O=C(O)c1ccc(-n2nnnc2SCc2ccccc2Br)cc1
    -6.4	-9.3	15.1	2.9	-6.5	-1.4	8.9	-0.3	-2.6	-4.3	-3.6
> COC(=O)c1cc(S(=O)(=O)N2CCN(c3ccc(F)cc3)CC2)cn1C
    -3.3	-20.6	-1.6	-3.1	-0.7	-0.9	6.2	0.4	-13.8	-1.0	-6.8
> O=C(NCCN1CCCOC1=O)C(=O)NCCN1CCCOC1=O
    18.9	4.2	-4.6	-2.8	4.5	0.7	-8.4	-13.3	-5.9	nt	3.6
> COC(=O)CC1C(=O)NCCN1C(=O)CSc1nnc(Nc2ccc(OC)cc2)s1 (centres undefined)
    14.3	-5.8	1.9	2.5	0.3	0.5	3.4	-0.3	9.0	1.7	-4.3
> COc1ccc(S(=O)(=O)N2CCCN(CC(=O)Nc3ccc(NC(C)=O)cc3)CC2)cc1
    11.3	-6.7	-0.9	4.0	-23.9	0.3	-2.6	-1.5	11.8	-2.1	3.3
> O=C(Nc1ccccc1)Nc1ccccc1NS(=O)(=O)c1cccs1
    -15.1	-12.7	8.8	-0.7	-1.2	-1.5	-1.3	-0.4	6.1	0.3	-3.3
> CCCc1cc(C(=O)Nc2ccn(Cc3ccc(C)cc3)n2)no1
    -3.1	-15.2	0.9	0.6	-7.8	-2.1	14.4	-0.2	3.5	-5.0	-10.9
> CC1(C)Cc2c(c(N3CCOCC3)nc3sc4c(NCc5ccco5)nnnc4c23)CS1
    -7.2	-16.2	5.8	-7.4	-14.7	-0.4	-32.3	0.8	-5.0	-1.5	-10.1
> COc1ccc(-c2nnn(CC(=O)N(CCN3CCOCC3)C(C(=O)NC3CCCC3)c3ccco3)n2)cc1 (centres undefined)
    0.0	-11.0	-0.5	-3.6	2.1	0.1	12.3	-0.9	9.5	0.4	-10.1
> Cc1c(Cl)c([N+](=O)[O-])nn1CC(=O)N1CCCC1
    -17.6	-10.2	-9.8	3.0	-5.7	-0.4	-20.4	-0.3	-6.2	-1.5	-1.6
> CSc1ccccc1NC(=O)c1ccccc1
    -6.6	-14.4	1.3	-0.1	1.1	-2.9	-24.5	1.2	0.1	-1.5	1.2
> COC(=O)c1ccsc1NC(=O)CCc1ccccc1
    22.2	-6.6	4.5	0.3	-10.2	0.1	-22.9	-1.6	-4.6	-5.3	-2.6
> CCCCn1c(N)c(N(C)C(=O)c2cc3c(F)cccc3s2)c(=O)[nH]c1=O
    -15.6	-7.7	7.9	-0.6	-2.8	0.1	-6.9	0.3	3.5	1.6	-0.3
> CCC1SC2=NC(C)=C(C(=O)OC)C(c3ccc(C)cc3)N2C1=O (centres undefined)
    62.5	2.7	-4.7	-1.5	-3.8	0.1	-1.0	0.0	2.9	2.6	-15.0
> COc1ccc(OCC(=O)Nc2ccc(S(=O)(=O)Nc3cc(C)on3)cc2)cc1
    -5.5	-6.5	-4.6	-1.6	-5.8	-0.8	4.0	-0.8	-2.2	1.7	-11.8
> Cc1ccc(NC(=O)CN(C)C(=O)CSc2nc3ccccc3c(=O)n2CCO)cc1
    nt	-12.5	3.1	-5.4	-1.4	0.1	-50.6	-1.8	2.5	0.8	0.0
> COc1ccccc1CNC(=O)C(C)n1nc(C)c2c(C)n(-c3ccccc3)nc2c1=O (centres undefined)
    -0.2	0.4	-2.0	0.5	-2.3	-1.1	-9.8	1.6	-3.0	4.0	-3.8
> O=C(NC(=S)Nc1ccc(S(=O)(=O)Nc2nccs2)cc1)c1ccc(F)c(F)c1
    -2.9	-5.8	3.0	-3.4	-1.4	1.4	-12.0	0.5	-8.0	1.1	-0.4
> Cc1cc(C)nc(NC(=O)c2ccc(Cl)cc2)n1
    -20.9	-10.4	2.6	-1.3	-0.2	0.2	4.6	-0.2	-3.1	-0.2	-7.2
> O=C(COC(=O)/C=C/c1ccccc1)Nc1cccc(Oc2ccccc2)c1
    -14.2	-12.4	0.9	-0.7	-20.3	0.1	-35.6	2.8	-1.4	2.0	-2.6
> Cc1ccc(N(CC(=O)NCCSCc2ccco2)S(=O)(=O)c2ccc(F)cc2)cc1
    -3.8	-12.3	0.3	-1.2	0.2	0.7	-15.2	-0.9	1.2	2.0	-8.7
> COc1ccc(NC(=O)COC(=O)c2ccc(F)cc2F)cc1
    -6.2	-10.1	3.4	-6.7	-2.4	0.9	-1.7	0.6	2.3	-1.6	-13.5
> Nc1c2c(=O)[nH]c(O)cc2nn1-c1ccccc1
    nt	-7.0	6.3	-11.3	4.1	1.7	nt	0.8	5.0	99.6*	-4.4
> COc1ccc(OCC(=O)N/N=C(\C)CC(=O)Nc2cccc([N+](=O)[O-])c2)cc1
    246.7	-18.0	-2.2	-2.6	3.2	2.2	-19.5	0.1	11.9	0.3	-0.7
> COc1ccc(N2CCN(C(=O)C3=NNC(=O)CC3)CC2)cc1
    4.5	12.1	-3.1	-0.2	1.8	3.7	-3.6	-0.2	12.3	1.8	-5.4
> CC1(C)Cc2nc3sc4c(N(CCO)CCO)ncnc4c3cc2CO1
    -18.9	-12.1	5.7	-3.5	7.0	0.9	0.9	-0.1	6.2	3.5	-15.2
> C=CCn1c(SCC(=O)c2ccc(O)c(O)c2)nnc1-c1ccc(OC)cc1
    -8.7	4.1	-4.0	7.9	5.4	-0.9	8.5	18.6	6.2	nt	-1.4
> O=C(Nc1ccc(S(=O)(=O)NCc2ccccc2)cc1)Nc1ccc2c(c1)OCO2
    0.6	-3.0	4.6	-2.3	4.2	0.7	nt	-0.3	5.2	1.4	5.0
> Cn1cccc1/C=N/NC(N)=S
    4.3	-5.3	1.0	-3.9	-0.7	0.5	-9.0	-0.4	-2.0	-0.2	-5.4
> Cc1onc(-c2ccccc2)c1C(=O)Nc1nncs1
    135.3	1.5	0.0	-6.4	-4.3	0.5	2.7	-0.4	-1.7	-3.6	-0.5
> Oc1c(C(c2ccco2)N2CCOCC2)sc2ncnn12 (centres undefined)
    2.8	-5.7	-6.8	1.2	-3.0	1.2	-27.2	0.7	-2.8	nt	-5.6
> O=[N+]([O-])c1ccc(N=NNc2ccccc2)cc1
    146.7	-5.3	-3.1	0.1	2.4	1.5	-3.0	2.6	-4.4	nt	4.2
> CCn1ccnc1CN(C)Cc1cn(-c2cccc(C)c2)nc1-c1cccc(F)c1
    -15.9	10.8	-4.0	-2.9	-4.0	2.0	-3.7	0.4	37.5	3.4	-1.0
> Cc1nc(Oc2ccc(Cl)cc2)c2oc3ccccc3c2n1
    -1.8	-13.7	3.0	-7.4	2.2	1.6	nt	-0.6	-17.7	0.7	-2.2
> CCNC(=O)c1ccc(C2SCC(=O)N2CCc2ccccc2)cc1 (centres undefined)
    -4.2	-15.5	-4.3	-1.9	-11.5	-2.6	-8.8	0.4	-0.3	-1.6	-5.4
> CCOc1ccc(C(=O)Nn2cnnc2)cc1OCC
    -22.0	-8.1	-1.0	2.5	6.2	1.0	13.4	-0.4	-0.8	-2.1	-5.1
> Cc1ccsc1C(=O)N1CCN(c2ncc(C(F)(F)F)cc2Cl)CC1
    218.3	-12.8	1.6	1.0	-0.2	-1.0	-43.0	-0.7	28.7	-2.3	-6.6

Reprinted at random: 2 records from the list.
Under each structure: Mot1-301 SUMO	PvdQ inh	RTF Ca sens act	Keap1-Nrf2 PPI	Cardiac RTF inh	CDK5 p35 inh	PfHsp90 set2	C-LANA FP	Rtt109 HAT inh	NSD2 inh	dFosB activator
> CCOc1ccc(C(=O)Nn2cnnc2)cc1OCC
    -22.0	-8.1	-1.0	2.5	6.2	1.0	13.4	-0.4	-0.8	-2.1	-5.1
> C=CCn1c(SCC(=O)c2ccc(O)c(O)c2)nnc1-c1ccc(OC)cc1
    -8.7	4.1	-4.0	7.9	5.4	-0.9	8.5	18.6	6.2	nt	-1.4
